High-throughput results (PubChem)
AMA1-RON2 inh – qHTS for Inhibitors of AMA1-RON; Towards Development of Antimalarial Drug Lead: Primary Screen. Plasmodium falciparum AMA1 (3D7) - RON2 peptide interaction. AlphaScreen AMA1-biotinylated RON2 peptide binding. Potency, µM (top dose mostly 58.2 µM), without a hit: top-dose activity change, negative = inhibition, most hits filed as inhibitors. actives 0.2% (n = 360,000);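 further: potency means the concentration at half of the fitted maximal effect; 0% = vehicle wells and -100% = peptide control; nearly all actives have a fitted effect of over 45% in size; some results filed as inactive show a strong effect at the top dose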
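AMA1 (3D7) with his tag at 25 nM final met compounds first, then biotinylated RON2 peptide at 25 nM; detection used donor plus acceptor beads, 10 µg/mL apiece, read by AlphaScreen after 30 min at room temperature.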
TbPYK inhibitor – qHTS of Trypanosoma Brucei Inhibitors. TbPYK enzyme, Kinase-Glo Plus ATP luminescence, 45 min. actives 0.12% (n = 410,000). AID 624173, 2012. pyruvate kinase (Trypanosoma brucei), Q57TT1. Potency, µM (titrated, usually from 76.8 µM), without a hit: at the top dose activity, negative = inhibition, usual class: inhibitors; further: potency means the concentration at half of the fitted maximal effect; nearly all actives have a fitted effect of over 50% in size
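Readout: single end-point luminescence (Kinase-Glo Plus, 10 min). Reaction conditions were TbPYK/substrate plus 130 uM ADP, 45 min at RT, pH 7.2 TEA buffer. No-enzyme wells served as controls, and data were normalized before concentration-response fitting.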
Sm TGR block – qHTS Assay for the Inhibitors of Schistosoma Mansoni Peroxiredoxins | Schistosoma mansoni thioredoxin glutathione reductase (TGR), Q962Y6 | purified TGR, DTNB reduction, TNB absorbance 405 nm | Potency, µM (top dose mostly 114 µM), without a hit: top-dose activity change, negative = inhibition, actives largely listed as inhibitors | actives 3% (n = 360,000); further: potency means the concentration at half of the fitted maximal effect; nearly all actives have a fitted effect of over 60% in size
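TGR 20 nM + NADPH 100 uM (dispensed conc.), cpd preinc 15 min RT; start with NADPH (500 uM addition) then DTNB (15 mM addition). Kinetic TNB absorbance, 405 nm filter. Four-parameter Hill fit across titration.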
HCMV inh – qHTS Assay for inhibitors of the human cytomegalovirus (HCMV); actives 4.5% (n = 410,000); HFF cells, HCMV-luciferase reporter, 72 h; active compounds read low; activity change, negative = inhibition, % at 57.5 µM; AID 1259415, 2018; in the data active means activity change below about -60%; inconclusive means no clear call, values can overlap the other calls; inactive means above about -39%
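Compounds were evaluated in HFFs infected with an HCMV luciferase reporter virus (MOI 1 PFU/cell). Luciferase in lysates collected 72 h post infection served as the replication measure.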
LmPK inhibitor – qHTS Assay for Inhibitors of Leishmania Mexicana Pyruvate Kinase (LmPK). actives 0.37% (n = 290,000). Potency, µM (highest dose often 57.5 µM), inactives show at the top dose activity change, negative = inhibition, hits mostly inhibitors. purified LmPK, Kinase-Glo ATP luminescence, 1 h. Q27686; further: potency means the concentration at half of the fitted maximal effect
Target sequence (Q27686 whole entry, looked up): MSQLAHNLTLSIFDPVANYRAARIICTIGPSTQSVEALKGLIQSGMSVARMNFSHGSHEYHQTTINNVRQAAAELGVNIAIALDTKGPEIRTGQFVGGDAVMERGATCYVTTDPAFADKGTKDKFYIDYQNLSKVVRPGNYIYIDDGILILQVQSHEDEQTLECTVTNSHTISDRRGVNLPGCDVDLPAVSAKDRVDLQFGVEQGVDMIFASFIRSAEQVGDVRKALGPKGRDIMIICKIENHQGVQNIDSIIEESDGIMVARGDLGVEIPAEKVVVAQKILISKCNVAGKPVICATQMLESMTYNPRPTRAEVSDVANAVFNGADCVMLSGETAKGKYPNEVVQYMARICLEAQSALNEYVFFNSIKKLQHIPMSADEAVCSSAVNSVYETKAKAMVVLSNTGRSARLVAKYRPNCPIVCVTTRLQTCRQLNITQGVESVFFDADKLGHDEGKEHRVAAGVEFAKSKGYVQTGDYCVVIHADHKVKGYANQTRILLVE
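ATP generated from ADP (0.1 mM) and PEP (0.5 mM) by 0.1 nM LmPK over 1 h at room temperature (pH 7.2 imidazole buffer) was detected by coupled luciferase luminescence. Values were normalized to uninhibited and no-enzyme wells.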
AmpC inh detg – qHTS Inhibitors of AmpC Beta-Lactamase (assay with detergent) | AmpC hydrolysis of nitrocefin, absorbance 480 nm, 0.01% Triton | Potency, µM (doses to about 114 µM), without a hit: at the top dose activity change, negative = inhibition, usual class: inhibitors | actives 0.041% (n = 370,000) | AID 485294, 2010;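 further: potency means the concentration at half of the fitted maximal effect; 0% = no-compound wells and -100% = no-enzyme wells; nearly all actives have a fitted effect of over 25% in size; some results filed as inactive show a strong effect at the top dose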
Target sequence (P00811 whole entry, looked up): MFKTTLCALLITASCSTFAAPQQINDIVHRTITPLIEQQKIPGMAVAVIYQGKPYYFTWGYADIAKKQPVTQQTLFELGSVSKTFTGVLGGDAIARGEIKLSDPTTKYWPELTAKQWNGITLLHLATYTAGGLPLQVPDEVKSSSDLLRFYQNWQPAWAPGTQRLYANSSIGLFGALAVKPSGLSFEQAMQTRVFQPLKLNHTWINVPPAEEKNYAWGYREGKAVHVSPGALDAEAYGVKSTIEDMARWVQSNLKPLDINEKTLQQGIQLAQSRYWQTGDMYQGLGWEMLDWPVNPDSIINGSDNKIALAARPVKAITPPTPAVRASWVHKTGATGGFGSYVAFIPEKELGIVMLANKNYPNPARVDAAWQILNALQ
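20 mM phosphate pH 7.0 + 0.01% (detergent screen) or 0.0001% Triton X-100; 5.3 nM AmpC reagent; cpd preinc 15 min RT; nitrocefin (800 uM stock) to start; A480 q20 s × 4 min; Activity was normalised to no-enzyme and no-compound control wells.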
AmpC no deterg – qHTS Inhibitors of AmpC Beta-Lactamase (assay without detergent) | Potency, µM (titrated, usually from 57.1 µM), without a hit: top-dose activity change, negative = inhibition, hits mostly inhibitors | AmpC nitrocefin hydrolysis, absorbance 480 nm, 0.0001% Triton | P00811 | actives 0.52% (n = 330,000);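 further: potency means the concentration at half of the fitted maximal effect; plate controls were no compound for no effect and no enzyme for full effect; nearly all actives have a fitted effect of over 20% in size; some results filed as inactive show a strong effect at the top dose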
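20 mM phosphate pH 7.0 + 0.01% (detergent screen) or 0.0001% Triton X-100; 5.3 nM AmpC reagent; cpd preinc 15 min RT; nitrocefin (800 uM stock) to start; A480 q20 s × 4 min; Activity was normalised to no-enzyme and no-compound control wells.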
* hit, by the source's call; u = inconclusive; x = no result given; & = joins results of further samples; [ ] = dose if it differs, or a comment. Unless noted, the call rests on the fitted dose curve; in most records, active means well fitted curve in the direction sought with a large enough effect; inconclusive means small, poorly fitted or top-dose-only effect, or another doubt; inactive means no such curve, though single readings can be large; an effect the other way counts as inactive or inconclusive. Unless noted, on the % scale 0 is the no-effect control and ±100 the full control effect. Rows were taken by chance. Share with any hit: about 7.4%.

SMILES	AMA1-RON2 inh	TbPYK inhibitor	Sm TGR block	HCMV inh	LmPK inhibitor	AmpC inh detg	AmpC no deterg
O=C(Nc1ccccc1)c1nc[nH]c1C(=O)NCCCNC(=O)c1[nH]cnc1C(=O)Nc1ccccc1	135.7%[activator]	-14.9%	x	-21.7	x	x	-19.4%
CCN(CCNc1ccc(Cl)cc1[N+](=O)[O-])C(=O)c1cc([N+](=O)[O-])c(N(C)C)cc1OC	-15.4%	0.1%	7.7%	0.7	0.8%	-4.9%	55.2%
O=C(OCCCCN1C(=O)c2ccccc2C1=O)c1ccc(Br)o1	-0.2%	-3.8%	3.1%	-2.0	8.8%	-3.6%	19.1%
CC1CCN(CC(=O)c2ccccc2Cl)CC1	-18.6%	-5.7%	-1.4%	-2.8	-2.3%	-0.1%	-25.5%
CCN(CC)C(=O)/C(=C\c1ccncc1)NC(=O)c1ccccc1	11.1%	-2.3%	0.0%	11.9	2.5%	-0.6%	-28.8%
O=C1CC(c2ccccc2)Cc2nc(N3CCc4ccccc43)ncc21 (stereo not given)	9.5%	5.6%	x	9.4	x	x	x
CCN(CC(=O)NCc1cccs1)S(=O)(=O)c1ccc(NC(C)=O)cc1	0.4%	-2.1%	5.2%	-31.0	3.3%	-5.3%	-13.2%
COc1ccc(N(CC(=O)NCc2ccc(C)cc2)S(=O)(=O)c2c(C)nn(C)c2C)cc1	2.5%	-3.5%	0.0%	u	-1.0%	-22.1%	161.6%[activator]
Cc1ccc(C(=O)OCC(=O)NC2CCCC2)cc1	-6.6%	0.0%	10.2%	31.2	-4.0%	-2.0%	0.3%
CN1CCCc2cc(C#N)c(=O)[nH]c21	-3.2%	4.5%	-5.3%	-3.4	-1.6%	3.8%	-9.9%
COc1cc(/C=C/C(=O)OC(C)C(=O)Nc2ccc(Cl)cn2)ccc1OC(F)F (stereo not given)	12.7%	12.8%	x	-28.6	x	x	-44.2%
O=C(NC(C(=O)c1ccccc1)c1ccccc1)c1ccccc1 (stereo not given)	-7.9%	-3.0%	x	32.9	x	x	x
CCOC(=O)CSc1nc(C)c(CC)c(C)c1C(N)=O	-4.3%	-7.3%	x	-7.6	-2.0%	3.8%	-16.6%
COc1ccc(NC(=O)c2cc(-c3cc(Cl)ccc3OC)n[nH]2)c(OC)c1	14.8%	7.0%	x	-34.9	x	x	x
O=C(Nc1cccc(F)c1)C1CCN(c2nnnn2-c2ccccc2)CC1	48.9%[activator]	0.0%	u	-11.1	8.3%	-6.6%	-5.6%
CC(C1CC1)N(Cc1ccccc1)C(=O)NC(=O)c1cccc(F)c1 (stereo not given)	1.8%	-1.9%	-1.7%	u	2.1%	u	-20.3%
CCNC(=O)C1CCCN(C(=O)c2cc(F)ccc2C)CC1 (stereo not given)	-15.0%	-1.5%	x	-4.4	x	x	x
N/C(COc1cccc(C(F)(F)F)c1)=N\NC(=O)c1cccnc1Oc1ccccc1	136.5%[activator]	-1.3%	-21.1%	26.6	2.4%	1.1%	22.4%
O=C(NC(=S)NNC(=O)c1ccco1)c1ccc(F)cc1	115.9%[activator]	u	u	0.0	0.7%	-3.8%	-16.3%
Cc1ccc(CNS(=O)(=O)c2c(C)[nH]c(C)c2C(=O)N2CCCCC2)cc1	-20.0%	-4.9%	1.0%	-10.8	2.1%	7.7%	9.2%
CCOc1ccc(N2CC(C(=O)Nc3ccc(S(=O)(=O)N4CCCC4)cc3)CC2=O)cc1 (stereo not given)	3.6%	u	25.3%	-0.3	-1.3%	-4.0%	31.1%
COC(=O)c1ccccc1NC(=O)CCC(=O)N1CC(C)Oc2ccc(C)cc21 (stereo not given)	-2.5%	0.9%	1.3%	-13.2	-3.1%	-6.6%	84.7%[activator]
Cc1ccc(-n2nnnc2CNC(=O)c2ccc(F)cc2)cc1C	x	1.3%	6.4%	4.1	x	16.9%	x
Clc1cccc(/C=N/Nc2nnc(Cl)c3ccccc23)c1	-10.7%	-3.2%	-24.0%	94.7	-3.3%	-0.5%	-18.9%
Cn1c(O)c(C2=c3ccccc3=NC2=O)[nH]c1=S	-0.2%[11.6 µM]	-7.2%	-13.4%	80.5	0.5%	-5.7%	-17.2%

Single records (already shown). Screens in order: AMA1-RON2 inh	TbPYK inhibitor	Sm TGR block	HCMV inh	LmPK inhibitor	AmpC inh detg	AmpC no deterg
Profile of Cc1ccc(CNS(=O)(=O)c2c(C)[nH]c(C)c2C(=O)N2CCCCC2)cc1 → -20.0%	-4.9%	1.0%	-10.8	2.1%	7.7%	9.2%
Profile of CCN(CC(=O)NCc1cccs1)S(=O)(=O)c1ccc(NC(C)=O)cc1 → 0.4%	-2.1%	5.2%	-31.0	3.3%	-5.3%	-13.2%
Profile of Clc1cccc(/C=N/Nc2nnc(Cl)c3ccccc23)c1 → -10.7%	-3.2%	-24.0%	94.7	-3.3%	-0.5%	-18.9%
Profile of CCNC(=O)C1CCCN(C(=O)c2cc(F)ccc2C)CC1 (stereo not given) → -15.0%	-1.5%	x	-4.4	x	x	x

(continued)
SMILES	AMA1-RON2 inh	TbPYK inhibitor	Sm TGR block	HCMV inh	LmPK inhibitor	AmpC inh detg	AmpC no deterg
COC(C(=O)Nc1ccnn1C1CCN(Cc2cnn(C(C)C)c2)CC1)c1ccccc1 (stereo not given)	-5.8%	-3.2%	-27.1%	u	-1.1%	2.3%	0.6%
Cc1oc(-c2cccc(Cl)c2)nc1CN1CCC(C(=O)NCCCN2CCCC2=O)CC1	-0.8%	-1.1%	3.9%	-13.1	3.7%	u	66.1%[activator]
COc1ccc2c(c1)c1ncn(Cc3ccc(F)cc3)c(=O)c1n2C	11.1%	-2.0%	0.2%	28.9	8.6%	-6.2%	101.3%[activator]
CCOC(=O)COc1ccc2c(c1)C(=O)CC1(CCN(C(C)=O)CC1)O2	7.9%	0.8%	3.5%	-15.4	-2.8%	-17.3%	1.0%
CC(C)c1csc(CN2CCC(N3CCC(C(=O)NCC4CCCO4)CC3)CC2)n1 (stereo not given)	-11.5%	3.3%	-4.2%	u	-0.7%	5.3%	49.5%
COc1ccc(/C=N/n2c(C)nnc2C)c(OC)c1	4.2%	2.5%	0.9%	56.2	-7.8%	-14.0%	-7.8%
O=C(Cc1ccccc1Cl)N1CCN(c2ncccn2)CC1	-18.7%	-5.9%	9.7%	-39.8	0.5%	-0.9%	-7.3%
CCOC(=O)N1CCC(NC(=O)C2CCN(C(=O)c3cc4oc(C)cc4n3Cc3c(F)cccc3Cl)CC2)CC1	12.2%	-10.2%	u	-1.5	0.2%	4.1%	195.2%[activator]
Cc1oc2ncn(C)c(=O)c2c1C(=O)N(Cc1ccccc1)C(C)C	x	-0.9%	9.3%	6.5	x	12.8%	x
CC(=O)N1CCc2cc(S(=O)(=O)NCCC(=O)N3CCN(c4ccccn4)CC3)ccc21	14.4%	-3.8%	5.0%	-17.7	-7.0%	-12.8%	-6.6%
CS(=O)(=O)Nc1ccc(C2=NN(S(C)(=O)=O)C(c3ccc4nccnc4c3)C2)cc1 (stereo not given)	0.0%	-17.0%	2.1%	-19.9	1.8%	-5.0%	-13.8%
CCOc1ccc(N2CC(c3nc4ccccc4n3Cc3ccccc3F)CC2=O)cc1 (stereo not given)	x	-4.1%	-3.7%	-4.3	x	-5.7%	x
COc1ccc2cc(/C=N/NC(=O)CN(c3ccccc3)S(=O)(=O)c3ccccc3)c(Cl)nc2c1	x	x	-8.3%	x	-2.2%	-2.3%	-23.6%
CCCS(=O)(=O)N1CCC(C(=O)N2CCc3ccccc3C2)CC1	-0.4%	2.4%	7.7%	-2.0	-9.0%	0.3%	-2.7%
COc1ccc(NS(=O)(=O)c2ccc(S(=O)(=O)N3CCCC3)cc2)cc1Cl	-2.0%	-10.0%	-2.2%	-36.1	30.7%	2.8%	-34.2%
CCOc1cc(C(=O)O)ccc1OCCOc1ccccc1	-3.9%	4.8%	u	13.5	-3.7%	6.1%	-25.1%
COc1ccc(S(=O)(=O)N2CCC(c3ccncc3)CC2)cc1Cl	x	0.7%	5.3%	-29.8	x	3.3%	x
C/C(=N\NC(N)=S)C1(C)CCCCC1	38.5%[activator]	3.6%	2.1%	-61.1*	1.1%	u	-7.0%
CN(C)/C=C/c1onc(-c2c(Cl)cccc2Cl)c1C#N	-9.0%	-0.2%	-0.8%	-12.7	10.8%	3.5%	-42.7%
CC1=NNC(=O)C1C(c1ccccc1)C1C(=O)NN=C1C (stereo not given)	x	x	-24.8%	x	-0.4%	-7.5%	-33.3%
CC1CCCCN1C(=O)CCS(=O)(=O)Cc1ccccc1 (stereo not given)	11.9%	6.1%	-29.0%	0.0	-6.5%	-6.4%	-5.2%
CCN1CCN(Cc2ccc(NC(=O)c3ccc(C)c(NC(=O)c4c[nH]c5cc(C(F)(F)F)ccc5c4=O)c3)cc2C(F)(F)F)CC1	u	-1.2%&3.1%	0.6%	-98.4*	4.4%	3.7%	85.2%[activator]
S=c1[nH]nc(NCCCN2CCOCC2)s1	96.7%[activator]	u	u	-19.9	23.8%	8.3%	-0.2%
Cc1ccc(C(=O)NC(C)C2CC3CCC2C3)cc1 (stereo not given)	26.6%	-2.5%	x	-22.0	x	x	x
COC(=O)c1ccc(C(C(=O)NC2CCCCC2)N(CCc2ccccc2)C(=O)Cc2cccs2)cc1 (stereo not given)	11.3%[11.6 µM]	1.3%	-3.1%	42.2	-0.3%	-8.6%	-12.3%
C=CCn1c(SCC(=O)Nc2cccc(C)c2)nnc1-c1cnccn1	-13.1%	0.2%	3.8%	-1.3	6.5%	-1.3%	14.4%
COc1ccccc1CNC(=O)/C=C/c1ccc(S(=O)(=O)N2CCOCC2)cc1	4.4%	-3.3%	12.8%	-7.6	1.8%	-16.5%	2.5%[11.4 µM]
CS(=O)(=O)NCCCCCCNS(C)(=O)=O	0.0%	-2.3%	-16.6%	-27.5	-4.5%	-2.6%	-6.2%
ClC1(Cl)CC1CSc1nnc(-c2ccncc2)o1 (stereo not given)	0.0%	-0.3%	0.5%	-29.6	-3.8%	-14.7%	-3.0%
